Assay outcomes: PubChem, National Center for Advancing Translational Sciences (NCATS)
TDP1 cell noCPT – qHTS for Inhibitors of human tyrosyl-DNA phosphodiesterase 1 (TDP1): qHTS in cells in absence of CPT. DT40 Tdp1-/- hTDP1 cells, no CPT, ATP luminescence, 48 h. Potency, µM (highest dose often 46.2 µM), for inactives: at the highest dose activity change, negative = growth inhibition, actives largely listed as inhibitors. actives 15% (n = 420,000). AID 686978, 2013; further: nearly all actives have a fitted effect of over 55% in size
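Cells were dispensed at 400 per well, compounds added by pin tool, plates incubated ≥48 hr at 37 °C, then CellTiter-Glo added for 30 min at room temperature before luminescence reading. Line: DT40 Tdp1-/- complemented with hTDP1; camptothecin omitted.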
DT40 TDP1 CPT – qHTS for Inhibitors of human tyrosyl-DNA phosphodiesterase 1 (TDP1): qHTS in cells in presence of CPT; AID 686979, 2013; actives 12% (n = 420,000); chicken DT40 Tdp1-/-;hTDP1 cells + 20 nM CPT, ATP luminescence, 48 h; Potency, µM (titrated, usually from 46.2 µM), for the others: at the highest dose activity change, negative = growth inhibition, hits mostly inhibitors; further: nearly all actives have a fitted effect of over 55% in size
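Chicken DT40 Tdp1-/- cells stably complemented with human TDP1 were seeded at 400 cells/well in medium containing 20 nM camptothecin, exposed to pin-transferred compounds, and grown at 37 °C for at least 48 hr. Viability was read as ATP luminescence.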
GCN5L2 inh – qHTS Assay for Inhibitors of GCN5L2. Potency, µM (highest dose often 58.9 µM), inactives show at the highest dose activity change, negative = inhibition, most hits filed as inhibitors. actives 0.21% (n = 390,000). Histone acetyltransferase KAT2A (Homo sapiens), Q92830. GCN5L2 HAT assay, ThioGlo1 CoA-SH fluorescence
Target sequence (Q92830 whole entry, looked up): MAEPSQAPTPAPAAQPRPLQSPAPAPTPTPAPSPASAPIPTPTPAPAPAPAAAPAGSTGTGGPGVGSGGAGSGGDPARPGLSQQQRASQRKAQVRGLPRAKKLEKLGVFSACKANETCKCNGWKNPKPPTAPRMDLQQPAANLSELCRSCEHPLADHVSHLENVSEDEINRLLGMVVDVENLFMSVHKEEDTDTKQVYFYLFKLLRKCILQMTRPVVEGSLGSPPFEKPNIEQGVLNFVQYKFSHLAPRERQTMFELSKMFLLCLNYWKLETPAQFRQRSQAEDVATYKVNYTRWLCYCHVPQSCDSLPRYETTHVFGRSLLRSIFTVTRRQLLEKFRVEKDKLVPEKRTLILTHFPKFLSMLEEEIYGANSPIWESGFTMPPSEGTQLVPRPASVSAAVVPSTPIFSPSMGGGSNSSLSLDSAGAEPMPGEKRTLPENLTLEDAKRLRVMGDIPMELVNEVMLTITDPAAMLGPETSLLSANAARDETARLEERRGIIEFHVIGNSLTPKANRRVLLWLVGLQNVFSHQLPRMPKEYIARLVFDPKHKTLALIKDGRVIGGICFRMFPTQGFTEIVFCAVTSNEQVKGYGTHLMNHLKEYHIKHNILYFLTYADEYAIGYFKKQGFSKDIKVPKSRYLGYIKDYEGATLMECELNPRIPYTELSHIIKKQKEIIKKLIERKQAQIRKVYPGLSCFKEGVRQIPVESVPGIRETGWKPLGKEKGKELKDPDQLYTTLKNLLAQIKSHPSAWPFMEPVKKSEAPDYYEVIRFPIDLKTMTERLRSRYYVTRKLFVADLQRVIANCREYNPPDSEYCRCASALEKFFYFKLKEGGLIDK
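Fluorescence readout, Ex340nm/Em540nm: ThioGlo1 (50uM final) reacts with free CoA thiol released as 20nM GCN5L2 acetylates H3(1-25) peptide (75uM) using acetyl-CoA (70uM). Compound and enzyme sat 15 min beforehand; 20 min room-temperature reaction.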
* marks the source's active call; other numbers are inactive results; ? = inconclusive; · = not tested or not shown; & = joins results of further samples; [ ] = dose if it differs, or a comment. The call rests on the fitted dose curve; in most records, active means well fitted curve in the direction sought with a large enough effect; inconclusive means small, poorly fitted or top-dose-only effect, or another doubt; inactive means no such curve, though single readings can be large; an effect the other way counts as inactive or inconclusive. On the % scale 0 is the no-effect control and ±100 the full control effect; potency means the concentration at half of the fitted maximal effect. Random draw from the library. Share with any hit: about 18%.

canonical_smiles,TDP1 cell noCPT,DT40 TDP1 CPT,GCN5L2 inh
CC1(C(=O)Nc2ccc(F)cc2F)CCN1C(=O)CCC1CCCC1 (configuration not stated),23µM*,?,·
COc1ccc(NC(=O)CSc2n[nH]c(=O)n2C2CC2)cc1OC,-1%,8%,-4%
C=C(C(=O)c1ccccc1)C(CC(=O)c1ccccc1)c1ccccc1 (configuration not stated),4.6µM*,4.6µM*,1%
O=C(NCc1ccco1)c1cnn2c(C(F)F)cc(-c3ccccc3)nc12,-26%,-29%,-5%
CCOC(=O)N1CCC(NC(=O)CS(=O)Cc2nc(-c3ccc(OC)c(OC)c3)oc2C)CC1 (configuration not stated),-23%,5%,-3%
CCCCCC(=O)Nc1ccc(N2CCN(C(=O)c3ccccc3)CC2)cc1,?,-10%,-12%
O=C(NCC(c1cccs1)S(=O)(=O)c1cccs1)c1cccc(F)c1 (configuration not stated),18µM*,16µM*,-3%
Cc1ccc(C(=O)NCc2ccc(N(C)C)cc2)cc1NC(=O)c1nsc2ccccc12,16µM*,?,-8%
COc1ccc(S(=O)(=O)N(C)c2ccc(C(=O)N3CCC(C(N)=O)CC3)cc2)cc1OC,-5%,-22%,-6%
CCOc1ccc(S(=O)(=O)NCCC(=O)OCC(=O)c2ccc(NC(C)=O)cc2)cc1,0%,-3%,-5%
c1ccc2oc(SCc3nc4ccccc4s3)nc2c1,4%,-14%,·
COc1ccc(CN2CCC(=O)N([C@H](CO)CC(C)C)CC2)cc1OC,-3%&-14%,?,-3%
COC(=O)C(Cc1ccc(O)cc1)NC(=O)Cn1cc(C)c(=O)[nH]c1=O (configuration not stated),-3%,-1%,·
CC(Sc1nncs1)C(=O)Nc1ccc2c(c1)OCCO2 (configuration not stated),-3%,-1%,-4%
CCSc1ccccc1-c1nc(-c2ccncc2)no1,?,-27%,0%
Cc1nc2ccc(S(=O)(=O)N(C)CC(=O)N3CCc4ccccc43)cc2s1,?,?,2%
O=C(Cn1cnc2c(nnn2-c2cccc(Cl)c2)c1=O)N1CCOCC1,-12%,-5%,-6%
CCC1=NN2C(=N)/C(=C\c3ccc(OCCOc4ccc(NC(C)=O)cc4)cc3)C(=O)N=C2S1,-6%,9%,0%
CCN(C(=O)COC(=O)c1cc(-c2ccc(C)o2)nc2ccccc12)C1CCS(=O)(=O)C1 (configuration not stated),?,?,?
COc1cccc2c1nc(C)c1cc(C)oc12,?,-24%,2%
O=C(O)c1ccccc1C(=O)N1CCN(c2ccccc2)CC1,-20%,4%,-2%
COc1ccc(C(=O)Nc2oc(-c3ccccc3)c(-c3ccccc3)c2C#N)cc1,?,?,-12%
COc1cc([N+](=O)[O-])ccc1NC(=O)CSc1n[nH]c(C(C)C)n1,2%,6%,-1%
Oc1ccc(-c2c(-c3ccsc3)sc3ccccc23)cc1,-28%,-15%,-5%
COc1ccc(S(=O)(=O)NC2CCc3ccccc32)cc1OC (configuration not stated),-11%,-16%,1%
Cc1cc(C)cc(OCC(O)CN2CCN(Cc3ccc4c(c3)OCO4)CC2)c1 (configuration not stated),21µM*,13µM*,-1%
O=C(CN1C(=O)CCc2cc(S(=O)(=O)N3CCOCC3)ccc21)NCc1ccccc1Cl,-14%,0%,22%
COc1ccc(C(NC(=O)c2cccnc2)c2cc(Cl)c3cccnc3c2O)cc1OC (configuration not stated),18µM*,18µM*,-2%
Cn1c(=O)oc2cc(S(=O)(=O)NCCC(=O)N3CCN(c4ccccc4)CC3)ccc21,-15%,?,1%
Cc1cc(C)nc(SCc2csc(N)n2)n1,11%,-5%,0%
O=C(CN(Cc1ccccc1)S(=O)(=O)c1ccc(F)cc1)NCc1cccnc1,-21%,-7%,-14%
NS(=O)(=O)c1ccc(CCNC(=O)CNC(=O)c2ccc(Br)o2)cc1,17%,-12%,-5%
Cc1cc(C)c(S(=O)(=O)NCc2ccccn2)c(C)c1,-2%,7%,1%
Cc1ccc2c(c1)C(=C(C#N)C#N)CCN2,?,-27%,·
C=CC[C@H](CC(=O)OC(C)(C)C)C(=O)OC[C@H]1CCCN1C(=O)[C@H](CC=C)CC(=O)NCCO,-15%,-2%,-3%
c1ccc(-c2cnnn2-c2ccccc2)cc1,-10%,-15%,-3%
COC(=O)CSCC(=O)Nc1cc2c(cc1C(C)=O)OCO2,?,6%,-2%
CC(C)N(Cc1nc(-c2ccccc2)no1)C(=O)c1ccc(Cl)cc1,18µM*,18µM*,-6%
O=C(Nc1ccccc1)Nc1ccc(Cl)c(S(=O)(=O)N2CCOCC2)c1,?,?,-3%
CCC(C)NC(=O)Cn1c(=O)n(Cc2ccc(C(=O)NCCCOC)cc2)c(=O)c2ccccc21 (configuration not stated),-8%,-17%,2%
COc1cc(C2/C(=C(/O)c3ccc(F)cc3)C(=O)C(=O)N2CCCC(=O)O)ccc1O (configuration not stated),-9%,8%,-12%
CCC(=O)Nc1cccc(-c2nc3ccccc3o2)c1,-13%,-14%,3%
CN(C)Cc1csc(NC(=O)Nc2ccccc2C(C)(C)C)n1,-20%,?,·
O=C(c1ccc([N+](=O)[O-])cc1)N(c1ccccn1)c1ccccn1,-10%,-2%,-6%
COc1ccc2c(c1)CC(N1CCN(C)CC1)c1cc(OC)ccc1S2 (configuration not stated),?,?,·
CCS(=O)(=O)C1=NN2C(=N)/C(=C\c3ccc(SCc4ccco4)o3)C(=O)N=C2S1,15%,7%,-25%
CN(Cc1ccccc1F)C(=O)CNC(=O)Cc1cccc2ccccc12,-3%,6%,-3%
Cc1cccc(N2CCN(CCCNC(=O)c3nnc(Cc4c(F)cccc4Cl)o3)CC2C)c1 (configuration not stated),?,23µM*,-14%
Cc1ccccc1CSc1nc2n(n1)C(c1cccs1)C1=C(CCCC1=O)N2 (configuration not stated),18µM*,21µM*,-3%[0.501 µM]
CCC1=Nc2cc(C(=O)NCCCOC(C)C)ccc2Sc2ccc(C)cc21,0.52µM*,0.92µM*,-5%
CCCN1CCN(CCCNC(=O)c2ccc3nc(N4CCC(C)CC4)sc3c2)CC1,?,-20%,1%
Cc1cccc(C)c1NC(=O)C(c1cccc(F)c1)N1CCN(C)CC1 (configuration not stated),?,-28%,·
N#C/C(=C/c1cn(-c2ccccc2)nc1-c1cccc(S(=O)(=O)N2CCOCC2)c1)C(=O)NCc1ccco1,?,-29%,2%
O=C(CCCCCN1C(=O)c2ccccc2C1=O)Nc1ccc(F)cc1,-19%,-24%,-2%
CCc1c(O)c(-c2ccccc2)c(=O)n(-c2ccccn2)c1-c1ccccc1,4%,0%,?
COc1ccc(C(=O)Nc2ccc3c(c2)CCCN3S(=O)(=O)c2ccc(C)cc2)c(OC)c1,5.2µM*,5.8µM*,-20%
CCOC(=O)c1ccc(NC(=O)C2=C(C)Nc3nc(CCCO)nn3C2c2ccc(OC)cc2)cc1 (configuration not stated),-21%&-14%,14%&-9%,-4%
CC(C)CN1CCC(=O)N([C@H](COc2ccccc2)c2ccccc2)CC1,22µM*,?,-4%
COc1ccc(C2=NOC(C(=O)Nc3cc(C)on3)C2)cc1 (configuration not stated),-23%,8%,-3%
Cc1nc(C)c(CC(=O)N/N=C/c2ccc(O)cc2)c(=O)[nH]1,-1%,-3%,-3%

Carrying on:
canonical_smiles,TDP1 cell noCPT,DT40 TDP1 CPT,GCN5L2 inh
Cc1ccc(Cn2nnc3c(=O)[nH]c(C4CCN(C(=O)Cc5cccs5)CC4)nc32)cc1,-23%,?,?
Cc1[nH]c(=O)[nH]c(=O)c1CSCC(=O)OCC(=O)Nc1ccccn1,9%,-23%,-2%
Cc1ccc(S(=O)(=O)Cn2nnnc2C(C)N2CCN(C(=O)c3ccco3)CC2)cc1 (configuration not stated),-2%,3%,1%
CCCOP(=O)(c1ccc(N(C)C)cc1)C(O)c1ccc(N(C)C)cc1 (configuration not stated),-18%,-1%,-4%
COc1ccc2[nH]c(C(=O)N3CCN(Cc4ccccc4)CC3)cc2c1OC,-27%,-2%,1%
COCc1nnc(NC(=O)CC(C)C)s1,3%,2%,-6%
NC(=O)C(CC(=O)O)NC(=O)[C@@H]1CCOc2c(I)cc([N+](=O)[O-])cc2C(=O)N[C@@H](CO)C(=O)N[C@@H](Cc2ccc(O)cc2)C(=O)N1 (some centres not stated),3%,-8%,-8%
Fc1ccccc1COc1ccc(C(=S)N2CCCC2)cc1,?,?,-3%
O=C(CNC(=O)c1ccccc1Br)NCC(c1ccco1)N1CCCCC1 (configuration not stated),5%,1%,·
COCCNC(=O)C1(C)CCCN(C(=O)c2ccc(C(F)(F)F)cc2)C1 (configuration not stated),?,0%,·
CC(=O)NNC(=O)c1nc(-c2ccccc2)c(C)o1,-6%,-1%,-5%
COc1ccc(-c2nsc(NC(=O)C(C)Oc3ccc(Cl)c(C)c3)n2)cc1 (configuration not stated),?,23µM*,-15%
O=C(O)c1ccccc1C(=O)Nc1cc(C(F)(F)F)ccc1N1CCCC1,-21%,9%,-13%
CCn1c(=O)c(C(=O)Nc2ncccc2C)c(O)c2ccccc21,2.6µM*,2.3µM*,3%
CC(C)(O)C(=O)NN(C(=O)c1ccccc1)c1ccc2ccccc2c1,-13%,-14%,6%
CCCNC(=O)Cn1nc([N+](=O)[O-])c([N+](=O)[O-])c1C,-18%,-10%,35%[activator]
O=C(OCCOc1cccc(Cl)c1)c1cc(S(=O)(=O)N2CCOCC2)ccc1F,?,?,-14%
COCCCNC(=O)C[C@H]1C[C@H](C(=O)N2CCCCC2)[C@@]2(C)c3[nH]c4ccc(Cl)cc4c3CCN2C1=O,13µM*,21µM*,-6%
COc1ccc([N+](=O)[O-])cc1-c1[nH]c(-c2ccc(C(=O)O)cc2)nc1-c1ccccc1,-1%,-6%,-2%
COc1ccc(CCNC(=O)Cn2cnc3c(cnn3-c3ccccc3Cl)c2=O)cc1OC,-9%,?,1%
COC(=O)c1ccc(C(=O)OC)c(NC(=O)Cc2cccs2)c1,-5%,12%,·
CCN=C1SC(CC(=O)NCCc2ccc(OC)cc2)C(=O)N1CC (configuration not stated),9%,3%,-8%
COc1ccc(NS(=O)(=O)c2cccc(C(=O)N/N=C(/C)c3ccc(-n4ccnc4)cc3)c2)cc1,-12%,-20%,·
c1ccc(-c2cc3c(N4CCCC4)ncnc3s2)cc1,21µM*,?,-1%
Nn1cnc2scc(-c3cccs3)c2c1=O,-19%,-3%,-6%
CC1CC(C)CN(S(=O)(=O)c2ccc3c(c2)CCN3C(=O)CCC(=O)O)C1 (configuration not stated),15%,-3%,-5%
COc1ccc(CNc2nc(SCc3cc(=O)n4cc(Cl)ccc4n3)nc3ccccc23)cc1,21µM*,13µM*,0%
O=C(COc1ccc2c(c1)OCO2)NCc1cccs1,-3%,-5%,-1%
CCN(CC)S(=O)(=O)c1ccc(Cl)c(NC(=O)COC(=O)C2CCCCC2)c1,-8%,-10%,-13%
O=C(O)CCC(=O)N1CCc2c([nH]c3ccccc23)C1C(F)(F)F (configuration not stated),13%,-11%,-15%
O=C(Nc1cc(Cl)ccc1Cl)c1cc(S(=O)(=O)N2CCc3ccccc3C2)ccc1F,-29%,-22%,9%

Single records, as listed above. Order of values: TDP1 cell noCPT	DT40 TDP1 CPT	GCN5L2 inh
COc1ccc(CNc2nc(SCc3cc(=O)n4cc(Cl)ccc4n3)nc3ccccc23)cc1 in the list: 21µM*	13µM*	0%
NC(=O)C(CC(=O)O)NC(=O)[C@@H]1CCOc2c(I)cc([N+](=O)[O-])cc2C(=O)N[C@@H](CO)C(=O)N[C@@H](Cc2ccc(O)cc2)C(=O)N1 (some centres not stated) in the list: 3%	-8%	-8%
COc1ccc(-c2nsc(NC(=O)C(C)Oc3ccc(Cl)c(C)c3)n2)cc1 (configuration not stated) in the list: ?	23µM*	-15%

Pulled by structure from above, 3 records:
canonical_smiles,TDP1 cell noCPT,DT40 TDP1 CPT,GCN5L2 inh
Cc1ccc2c(c1)C(=C(C#N)C#N)CCN2,?,-27%,·
O=C(CN(Cc1ccccc1)S(=O)(=O)c1ccc(F)cc1)NCc1cccnc1,-21%,-7%,-14%
Nn1cnc2scc(-c3cccs3)c2c1=O,-19%,-3%,-6%
